Screening results as filed in PubChem BioAssay.
TLR9-MyD88 block – inhibitors of TLR9-MyD88 association in cells, primary screen, cell-based, CHO, BLA complementation, fluorescence; Toll-like receptor 9 (Homo sapiens) + Myeloid differentiation primary response protein …; actives 0.21% (n = 340,000); CCF4 FRET ratio; inhibition, % at 4.98 µM; AID 504734, 2011;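 active means inhibition above the mean over all tested compounds plus 3 SD, cut at about 21% in these data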;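 further: 0% = DMSO only wells and 100% = clavulanate BLA inhibitor control wells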
Target sequence (Q99836 whole entry, looked up): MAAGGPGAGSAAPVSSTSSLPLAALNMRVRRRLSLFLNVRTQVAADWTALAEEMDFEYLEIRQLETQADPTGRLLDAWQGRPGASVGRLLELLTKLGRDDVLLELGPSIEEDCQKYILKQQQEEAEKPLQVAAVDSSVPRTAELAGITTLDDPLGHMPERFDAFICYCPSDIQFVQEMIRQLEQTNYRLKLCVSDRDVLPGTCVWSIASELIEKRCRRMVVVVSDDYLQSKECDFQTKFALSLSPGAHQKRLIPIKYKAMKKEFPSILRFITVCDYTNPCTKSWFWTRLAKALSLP
Target sequence (Q9NR96 whole entry, looked up): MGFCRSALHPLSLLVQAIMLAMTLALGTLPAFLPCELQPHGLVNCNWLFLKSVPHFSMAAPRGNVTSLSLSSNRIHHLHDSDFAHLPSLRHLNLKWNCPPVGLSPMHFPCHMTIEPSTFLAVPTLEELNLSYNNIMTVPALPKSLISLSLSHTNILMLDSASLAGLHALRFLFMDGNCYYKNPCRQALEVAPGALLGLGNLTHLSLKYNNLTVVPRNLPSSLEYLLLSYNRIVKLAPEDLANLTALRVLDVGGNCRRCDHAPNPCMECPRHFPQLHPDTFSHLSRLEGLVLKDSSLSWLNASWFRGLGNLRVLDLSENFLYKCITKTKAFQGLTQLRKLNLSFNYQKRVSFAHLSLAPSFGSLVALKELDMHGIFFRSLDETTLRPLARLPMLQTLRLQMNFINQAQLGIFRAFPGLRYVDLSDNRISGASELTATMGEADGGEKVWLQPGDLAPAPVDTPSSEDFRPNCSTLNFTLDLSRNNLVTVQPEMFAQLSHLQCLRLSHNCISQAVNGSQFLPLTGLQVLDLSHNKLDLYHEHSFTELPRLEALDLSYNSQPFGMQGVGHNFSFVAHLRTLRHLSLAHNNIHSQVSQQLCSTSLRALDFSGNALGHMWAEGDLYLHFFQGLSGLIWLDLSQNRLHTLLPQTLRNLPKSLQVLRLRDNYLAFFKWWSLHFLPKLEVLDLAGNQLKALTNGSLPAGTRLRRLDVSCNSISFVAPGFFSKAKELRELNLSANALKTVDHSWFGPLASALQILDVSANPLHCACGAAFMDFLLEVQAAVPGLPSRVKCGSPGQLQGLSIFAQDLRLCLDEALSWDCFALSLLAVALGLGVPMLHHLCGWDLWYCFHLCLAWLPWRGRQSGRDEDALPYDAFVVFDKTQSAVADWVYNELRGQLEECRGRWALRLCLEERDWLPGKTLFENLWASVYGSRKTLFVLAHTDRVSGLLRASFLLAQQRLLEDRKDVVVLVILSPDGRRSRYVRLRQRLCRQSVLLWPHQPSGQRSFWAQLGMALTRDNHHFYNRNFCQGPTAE
NCOA2 inhibitor – inhibition of GAL4-SRC2 driven luciferase reporter, primary screen, SRC2 inhibitor project, cell-based, luminescence; Nuclear receptor coactivator 2 (Homo sapiens), Q15596; HEK293 GAL4-SRC2 luciferase reporter; inhibition, % at 9 µM; actives 0.17% (n = 370,000); AID 651957, 2012;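 active means inhibition above the mean inhibition of all tested compounds plus 3 SD, set per campaign, cut at about 52% in these data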;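 further: 0% = DMSO treated cells and 100% = cells given Gossypol at 36 µM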
NR5A2 inv ag – LRH-1 (NR5A2) inverse agonists, primary screen, cell-based, luminescence, HEK293T, StAR-luciferase reporter; AID 602396, 2012; LRH-1 transfected, 24 h; actives 0.13% (n = 360,000); inhibition, % at 3.6 µM;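 active means inhibition above the mean inhibition of all tested compounds plus 3 SD, cut at about 73% in these data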;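 further: 0% = DMSO wells and 100% = reporter-only cells lacking LRH-1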
C8 TRAIL sens – viability loss with TRAIL in NB7+C8 cells, primary screen, TRAIL sensitizer project, cell-based, ATPlite luminescence; inhibition (viability loss, TRAIL sensitization), % at 10 µM; AID 624354, 2012; actives 1% (n = 360,000);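 active means compounds causing at least 50% loss of cell viability in the single-dose screen, relative to plate controls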
SRC1 inh – SRC1 coactivator transcriptional activity inhibitors, primary screen, cell-based, luminescence | AID 588354, 2011 | Nuclear receptor coactivator 1 (Homo sapiens), Q15788 | HEK293 GAL4-SRC1 luciferase reporter | actives 0.12% (n = 360,000) | inhibition, % at 3.6 µM;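 active means inhibition above the campaign mean plus 3 SD, with each screening campaign given its own cutoff, cut at about 60% in these data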;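 further: 0% = DMSO treated cells and 100% = gossypol at 36 µM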
LMP1 NFkB inh – EBV LMP1-driven NF-kappaB luciferase reporter inhibitors, primary screen, cell-based, luminescence, single point | LMP1-induced NF-kappaB luciferase reporter cells | AID 504558, 2011 | inhibition, % at 12.5 µM | actives 0.69% (n = 350,000); in the data active means inhibition above about 41%; inconclusive means no clear call, values can overlap the other calls;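 further: 0% = neutral control wells and 100% = reference inhibitor control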
NOD2 RIPK2 PPI – NOD2-RIPK2 binding disruptors in cells, primary screen, fluorescence, CHO cells, BLA complementation | actives 0.38% (n = 360,000) | inhibition, % at 4.98 µM | Receptor-interacting serine/threonine-protein kinase 2 (Homo sapiens), O43353 | CCF4 ratio; in the data active means inhibition above about 21%;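 further: 0% = vehicle only and 100% = reference blocker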
Vif inh – HIV Vif self-association inhibitors, primary screen, imaging, HEK293T, single point; actives 0.35% (n = 340,000); HEK293T cells, Vif self-association by quenched fluorescence, 24 h; inhibition, % at 7.49 µM; in the data active means inhibition above about 50%, passing the limit was not always enough; inconclusive means no clear call, values can overlap the other calls; inactive means below about 31%; further: some results filed as inactive read as strong as hits
NR2F2 inh – NR2F2 transcriptional activity inhibitors, primary screen, cell-based, luciferase reporter, HEK293T, luminescence; COUP transcription factor 2 (Homo sapiens), P24468; HEK293T NGFI-A luciferase reporter; inhibition, % at 8.6 µM; actives 0.7% (n = 370,000);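 active means inhibition above a per-plate cutoff, mean inhibition of test wells between control levels plus 3 SD, cut at about 38% in these data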;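 further: cells cotransfected with COUP-TFII expression vector driving the NGFI-A reporter; 0% = median of COUP-TF2 test wells and 100% = reporter-only cells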
TROY NFkB inh – inhibitors of TROY-driven NF-kB signaling, primary screen, Q293 LMP1-TROYcd cells, NF-kB luciferase, uHTS. Q293 LMP1-TROYcd NF-kB luciferase reporter, 4 h. inhibition, % at 10 µM. actives 0.98% (n = 360,000). AID 1347056, 2019;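 active means compounds whose plate-normalised and pattern-corrected inhibition of the luciferase reporter signal at the single screening dose is 50% or more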
SRC3 inh – SRC3 coactivator transcriptional activity inhibitors, primary screen, cell-based, luminescence | actives 0.17% (n = 360,000) | Nuclear receptor coactivator 3 (Homo sapiens), Q9Y6Q9 | AID 588352, 2011 | HEK293 GAL4-SRC3 luciferase reporter | inhibition, % at 3.6 µM;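 active means inhibition above a per-campaign cutoff, the mean of all compounds plus 3 SD, cut at about 60% in these data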;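 further: 0% = DMSO-treated cells and 100% = gossypol-treated cells at 36 µM; higher means less SRC3-driven luciferase light from the GAL4 reporter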
* = called active by the depositor; u = inconclusive; x = no result given. Only part of the results is shown; rates above refer to the full screens.

SMILES	TLR9-MyD88 block	NCOA2 inhibitor	NR5A2 inv ag	C8 TRAIL sens	SRC1 inh	LMP1 NFkB inh	NOD2 RIPK2 PPI	Vif inh	NR2F2 inh	TROY NFkB inh	SRC3 inh
COc1ccccc1-n1c(-c2ccc(NS(C)(=O)=O)cc2)n[nH]c1=S	-2.7	11.4	17.4	-10.6	-38.9	-24.1	-7.1	4.1	16.0	13.0	0.7
COc1ccc(OCCCC(=O)OC(C)C(=O)Nc2ccc(S(N)(=O)=O)cc2)cc1 (stereo not drawn)	2.1	-3.1	-3.8	-10.7	-27.0	-3.6	-9.7	22.0	-10.2	-9.2	2.4
Cc1cc(S(=O)(=O)NCC(C)C)ccc1OCC(=O)N1CCOCC1	-2.3	-11.2	2.4	2.3	2.0	2.2	-7.7	9.9	2.2	2.5	8.5
Cc1ccc(S(=O)(=O)Nc2cc(-c3ccccc3)nn2C)cc1	x	-0.1	10.5	-15.2	-28.4	x	-5.1	-4.3	4.7	5.0	7.1
CC(C)(C)c1ccc(-c2cc(N)n[nH]2)cc1	3.2	55.0*	-29.4	7.9	13.6	13.3	2.6	-2.6	2.2	43.5	13.5
COc1ccc(N2C(=NC(=O)C3CCCCC3)SC3CS(=O)(=O)CC32)cc1 (stereo not drawn)	-9.8	9.4	14.1	4.9	15.1	-1.9	-6.8	-0.7	-5.7	7.8	11.8
C[C@H](NC(=O)c1nc[nH]c1C(=O)N[C@@H](CCCCN)C(=O)OC(C)(C)C)C(=O)OCc1ccccc1	7.2	15.0	8.7	-7.1	3.1	4.2	3.7	33.7	-4.6	-5.7	1.1
COc1ccc(NC(=O)C23CC4CC(C2)CC(c2ccc(C)cc2)(C4)C3)cc1	4.8	2.1	-12.4	32.0	13.4	3.0	-3.0	-19.0	-3.2	8.1	18.4
C=CCNC(=O)C1CCN(S(=O)(=O)c2cccs2)CC1	-8.2	16.9	10.2	3.2	-37.2	-5.1	-6.0	-6.6	6.8	8.5	-0.4
O=C(COc1ncnc2sccc12)N1CCc2ccccc2C1	-0.8	-9.3	-14.1	-18.1	-1.9	1.1	5.2	-13.3	-8.8	-20.2	3.8
CC(C)c1ccc(S(=O)(=O)N2CCN(C(C)C(=O)N3CCCC3)CC2)cc1 (stereo not drawn)	-13.3	1.9	23.2	-12.3	2.5	-2.0	-5.8	-15.9	-7.1	-15.1	-0.1
CCc1nc2ccc(C(=O)NCCCn3ccnc3)cn2c1N(C)C(=O)c1cccc(OC)c1	x	28.2	-7.0	-2.8	-3.6	x	4.1	0.5	8.5	-16.8	7.3
COCCCNCC(O)COc1ccccc1F (stereo not drawn)	-3.9	-2.8	7.5	-4.9	-56.9	-8.3	-12.3	10.2	-22.1	-5.4	10.8
OCC1CSC(=S)N1Cc1ccccc1 (stereo not drawn)	x	x	7.4	-6.2	-9.2	x	-3.3	-2.0	x	14.0	-2.5
C/C(=C\c1ccco1)C1C(C#N)=C(N)OC2=C1C(=O)CC(C)(C)C2 (stereo not drawn)	-1.0	-2.8	6.6	5.8	-9.4	5.1	-7.8	8.0	1.3	-1.6	-4.0

In the list so far, these contain two or more sulfur atoms.
SMILES	TLR9-MyD88 block	NCOA2 inhibitor	NR5A2 inv ag	C8 TRAIL sens	SRC1 inh	LMP1 NFkB inh	NOD2 RIPK2 PPI	Vif inh	NR2F2 inh	TROY NFkB inh	SRC3 inh
COc1ccccc1-n1c(-c2ccc(NS(C)(=O)=O)cc2)n[nH]c1=S	-2.7	11.4	17.4	-10.6	-38.9	-24.1	-7.1	4.1	16.0	13.0	0.7
COc1ccc(N2C(=NC(=O)C3CCCCC3)SC3CS(=O)(=O)CC32)cc1 (stereo not drawn)	-9.8	9.4	14.1	4.9	15.1	-1.9	-6.8	-0.7	-5.7	7.8	11.8
C=CCNC(=O)C1CCN(S(=O)(=O)c2cccs2)CC1	-8.2	16.9	10.2	3.2	-37.2	-5.1	-6.0	-6.6	6.8	8.5	-0.4
OCC1CSC(=S)N1Cc1ccccc1 (stereo not drawn)	x	x	7.4	-6.2	-9.2	x	-3.3	-2.0	x	14.0	-2.5

More entries.
SMILES	TLR9-MyD88 block	NCOA2 inhibitor	NR5A2 inv ag	C8 TRAIL sens	SRC1 inh	LMP1 NFkB inh	NOD2 RIPK2 PPI	Vif inh	NR2F2 inh	TROY NFkB inh	SRC3 inh
O=C(CSc1nc2ccc(Nc3nc(N4CCOCC4)nc(N4CCOCC4)n3)cc2s1)Nc1ccccc1F	-8.4	-4.6	10.4	29.0	-2.3	-3.9	-4.5	-5.1	8.7	10.6	-3.7
Cc1ccc(/C=N/n2c(=O)c(C(C)(C)C)nn3cnnc23)cc1	0.7	4.9	11.3	12.6	-2.6	13.7	-10.0	3.3	19.9	-3.2	12.2
CCOC(=O)c1ccc(NC(=S)N2CCCC2c2ccc(OC)c(OC)c2)cc1 (stereo not drawn)	-8.1	-14.3	-5.9	-13.1	3.9	3.2	-24.7	-10.9	-22.4	10.5	9.3
CCOC(=O)C1=CC[C@@H](c2ccco2)N(S(=O)(=O)c2ccc(C)cc2)[C@H]1C(=O)OCC	-6.5	18.7	-4.9	10.4	4.0	-2.2	-1.3	-4.9	-3.4	22.7	2.7
O=C(Oc1ccc2c(c1)O/C(=C\c1ccncc1)C2=O)c1cccs1	x	-42.7	-1.4	-2.4	-1.6	-0.3	7.8	2.4	6.6	-6.4	0.3
CCSc1nnc(NC(=O)[C@@H](NC(=O)c2ccccc2F)C(C)C)s1	-4.2	-7.0	-2.9	-3.1	-1.5	-8.2	-0.5	-1.0	-5.0	2.2	6.3
Cc1cccc(-n2cnc(C(=O)NNC(=S)Nc3ccc(Cl)cc3)c2)n1	-5.2	-7.2	16.5	3.0	10.8	6.5	0.1	-4.5	5.5	23.4	23.1
C=CCNC(=S)Nc1ccc(Cl)c(S(=O)(=O)N2CCOCC2)c1	-0.6	-0.9	-0.9	2.6	4.0	4.6	0.4	-3.6	5.5	-6.8	15.8
CCCCC(=O)N(C)c1c(C)nc2ccc(C(=O)N3CCN(C(=O)c4ccco4)CC3)cn12	x	12.9	3.0	-1.0	-2.1	x	-8.6	14.6	1.9	-7.1	1.8
COCc1nnc(N)s1	-7.4	-40.3	-10.7	-17.6	17.7	6.7	-5.3	-3.1	-1.1	24.8	12.4
CCCCN(C=O)c1c(CC)nc2c(OCc3ccc(Cl)cc3)cccn12	x	4.3	27.3	-0.1	9.3	x	7.8	-9.9	-4.7	-16.0	1.9
N#Cc1ccccc1NC(=O)CC1CCCCC1	7.8	-17.7	-8.7	-1.9	-12.1	-1.0	7.7	0.6	0.3	-14.8	11.8
O=C(Cn1c2ccccc2c(=O)c2ccccc21)Nc1ccccc1F	-25.9	-19.3	-20.6	-2.5	-4.5	-1.2	-18.2	0.3	5.7	1.4	12.6
CCCc1nc2sc3c(=O)n(N)cnc3c2c2c1CCCC2	-3.5	-34.6	8.8	-2.7	-4.3	-0.4	-3.3	3.6	-1.9	0.7	6.6
COc1ccc(C2=NOC(Cn3nc(C(=O)NCc4ccccc4OC)cc3-c3ccccc3)C2)cc1 (stereo not drawn)	10.3	13.8	-5.0	6.3	3.9	10.5	-4.8	-4.7	28.0	1.3	15.3

Structures above printed as active in NCOA2 inhibitor:
canonical_smiles | TLR9-MyD88 block | NCOA2 inhibitor | NR5A2 inv ag | SRC1 inh | LMP1 NFkB inh | NOD2 RIPK2 PPI | Vif inh | NR2F2 inh | SRC3 inh
CC(C)(C)c1ccc(-c2cc(N)n[nH]2)cc1 | 3.2 | 55.0* | -29.4 | 13.6 | 13.3 | 2.6 | -2.6 | 2.2 | 13.5

Carrying on.
SMILES	TLR9-MyD88 block	NCOA2 inhibitor	NR5A2 inv ag	C8 TRAIL sens	SRC1 inh	LMP1 NFkB inh	NOD2 RIPK2 PPI	Vif inh	NR2F2 inh	TROY NFkB inh	SRC3 inh
CN1CCN(NC(=O)c2cccc3ccccc23)CC1	1.9	-3.4	-20.4	-5.7	-13.7	4.2	-0.8	-14.2	0.1	9.4	12.7
COc1ccccc1C(=O)NCc1ccncc1	0.0	19.5	-1.9	-8.2	-16.4	-14.5	-9.5	12.9	-0.7	-1.1	1.1
Cc1cc(Nc2c(C)n(C)n(-c3ccccc3)c2=O)c2ccccc2n1	13.3	-5.7	-3.1	-6.6	-21.9	0.4	-0.6	x	4.8	-0.1	0.6
COc1ccc(S(=O)(=O)N2CCOCC2)cc1NC(=O)CSc1nnc(N)s1	1.2	-0.9	-1.9	-3.8	-10.8	-1.1	0.2	-3.2	-6.2	7.8	-3.9
CCOc1ccc(-c2nc(=S)[nH][nH]2)cc1	-2.2	-32.1	-71.9	8.0	-70.0	-9.8	-6.4	11.5	-31.1	-78.5	-37.1
CCCS(=O)(=O)NC(=O)C1(C)CCN(C(=O)Cc2cccc(OC)c2)C1 (stereo not drawn)	x	-42.8	10.2	0.6	-16.4	x	-10.9	0.7	15.1	-22.5	-10.6
O=c1[nH]c(CSc2ccccn2)nc2c1cnn2-c1ccccc1	-5.8	-11.1	-12.4	4.2	-35.5	-4.4	-1.3	1.9	-10.1	-5.6	-15.8
COc1ccc(-n2nc(C(=O)NCC(=O)N3CCN(Cc4ccccc4)CC3)c3ccccc3c2=O)cc1	1.2	-8.6	28.1	11.0	-5.6	8.7	11.1	2.2	-6.3	-12.9	11.3
CC(C)(C)C1CCc2c(sc3nc(SCC(N)=O)nc(N)c23)C1 (stereo not drawn)	-14.1	-11.4	-49.5	12.7	-39.1	u	1.3	-10.0	-21.9	-22.4	-45.0
COC(=O)c1cn(C)c2ccc(S(=O)(=O)N(C)C3CCCCC3)cc2c1=O	3.4	-10.2	0.8	7.9	-9.4	-2.7	-8.6	0.1	-9.6	-2.3	-0.8
CCN(CC)C(=O)Cn1c(=O)n(C)c2ccccc21	-0.1	-13.9	12.6	7.7	-4.0	-2.2	4.6	7.1	2.0	1.5	10.4
CC1CCCC(C)N1C(=O)CSc1nccc(=O)[nH]1 (stereo not drawn)	7.9	-22.3	7.7	-11.6	-1.9	5.9	5.2	-3.7	8.1	11.5	11.3
Cc1[nH]c2ccccc2c1C(=O)/C=C/c1ccccc1	5.4	-55.1	-65.6	10.4	-80.3	-50.4	6.5	7.2	-37.2	-39.7	-52.6
C[C@H](CO)N1C[C@H](C)[C@@H](CN(C)S(=O)(=O)c2ccc(F)cc2)Oc2ccc(NC(=O)C3CC3)cc2C1=O	-10.2	2.2	16.3	5.1	6.2	1.0	-0.5	-5.4	-4.3	-5.3	-2.8
